Screens from PubChem.
MsrA act = activates bovine MsrA enzyme. activation, % at 10.6 µM. AID 602163. actives 0.3% (n = 360,000). purified bovine MsrA, absorbance read-out; in the data active = activation above about 7.5%;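 also: 0% = vehicle and 100% = reference activator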
MT1-MMP act inh = inhibitors of human MT1-MMP activation. P50281. HT1080 RFP-PRO-GFP cells, GFP/RFP ratio fluorescence, overnight; percent of plate control window, DMSO zero. GFP/RFP ratio change, % at 20 µM. actives 0.061% (n = 360,000);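 active = GFP/RFP ratio change of at least 30% with cell ATP level not reduced by more than half and red fluorescence within 50% of control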; also: strong numbers were not always called active
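Assay system: HT1080 cells carrying an RFP-PRO-GFP reporter | Dosing: Single dose of 20 µM compound, 1% DMSO final | Incubation: Cells overnight before dosing, compound overnight, 37 °C, 5% CO2 | Evaluation: GFP/RFP fluorescence ratio | Control set: DMSO and RFP-L50D-GFP cell wells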
MsrA inhibitor = inhibitors of bovine MsrA; actives 0.75% (n = 360,000); purified bovine MsrA, absorbance read-out; inhibition, % at 15.5 µM; in the data active = inhibition above about 4.5%;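 also: 0% = vehicle wells with enzyme and 100% = reference inhibitor wells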
FAS TE block = FAS thioesterase (human) inhibition; recombinant FAS-TE, OMFH fluorogenic substrate, fluorescence endpoint; inhibition, % at 15 µM; actives 0.67% (n = 360,000);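 active = compounds whose normalised, plate-corrected inhibition of enzyme fluorescence in the single-dose primary screen is 50% or more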;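 also: 0% = DMSO with enzyme and 100% = substrate without enzyme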
Target sequence (P49327 whole entry, looked up): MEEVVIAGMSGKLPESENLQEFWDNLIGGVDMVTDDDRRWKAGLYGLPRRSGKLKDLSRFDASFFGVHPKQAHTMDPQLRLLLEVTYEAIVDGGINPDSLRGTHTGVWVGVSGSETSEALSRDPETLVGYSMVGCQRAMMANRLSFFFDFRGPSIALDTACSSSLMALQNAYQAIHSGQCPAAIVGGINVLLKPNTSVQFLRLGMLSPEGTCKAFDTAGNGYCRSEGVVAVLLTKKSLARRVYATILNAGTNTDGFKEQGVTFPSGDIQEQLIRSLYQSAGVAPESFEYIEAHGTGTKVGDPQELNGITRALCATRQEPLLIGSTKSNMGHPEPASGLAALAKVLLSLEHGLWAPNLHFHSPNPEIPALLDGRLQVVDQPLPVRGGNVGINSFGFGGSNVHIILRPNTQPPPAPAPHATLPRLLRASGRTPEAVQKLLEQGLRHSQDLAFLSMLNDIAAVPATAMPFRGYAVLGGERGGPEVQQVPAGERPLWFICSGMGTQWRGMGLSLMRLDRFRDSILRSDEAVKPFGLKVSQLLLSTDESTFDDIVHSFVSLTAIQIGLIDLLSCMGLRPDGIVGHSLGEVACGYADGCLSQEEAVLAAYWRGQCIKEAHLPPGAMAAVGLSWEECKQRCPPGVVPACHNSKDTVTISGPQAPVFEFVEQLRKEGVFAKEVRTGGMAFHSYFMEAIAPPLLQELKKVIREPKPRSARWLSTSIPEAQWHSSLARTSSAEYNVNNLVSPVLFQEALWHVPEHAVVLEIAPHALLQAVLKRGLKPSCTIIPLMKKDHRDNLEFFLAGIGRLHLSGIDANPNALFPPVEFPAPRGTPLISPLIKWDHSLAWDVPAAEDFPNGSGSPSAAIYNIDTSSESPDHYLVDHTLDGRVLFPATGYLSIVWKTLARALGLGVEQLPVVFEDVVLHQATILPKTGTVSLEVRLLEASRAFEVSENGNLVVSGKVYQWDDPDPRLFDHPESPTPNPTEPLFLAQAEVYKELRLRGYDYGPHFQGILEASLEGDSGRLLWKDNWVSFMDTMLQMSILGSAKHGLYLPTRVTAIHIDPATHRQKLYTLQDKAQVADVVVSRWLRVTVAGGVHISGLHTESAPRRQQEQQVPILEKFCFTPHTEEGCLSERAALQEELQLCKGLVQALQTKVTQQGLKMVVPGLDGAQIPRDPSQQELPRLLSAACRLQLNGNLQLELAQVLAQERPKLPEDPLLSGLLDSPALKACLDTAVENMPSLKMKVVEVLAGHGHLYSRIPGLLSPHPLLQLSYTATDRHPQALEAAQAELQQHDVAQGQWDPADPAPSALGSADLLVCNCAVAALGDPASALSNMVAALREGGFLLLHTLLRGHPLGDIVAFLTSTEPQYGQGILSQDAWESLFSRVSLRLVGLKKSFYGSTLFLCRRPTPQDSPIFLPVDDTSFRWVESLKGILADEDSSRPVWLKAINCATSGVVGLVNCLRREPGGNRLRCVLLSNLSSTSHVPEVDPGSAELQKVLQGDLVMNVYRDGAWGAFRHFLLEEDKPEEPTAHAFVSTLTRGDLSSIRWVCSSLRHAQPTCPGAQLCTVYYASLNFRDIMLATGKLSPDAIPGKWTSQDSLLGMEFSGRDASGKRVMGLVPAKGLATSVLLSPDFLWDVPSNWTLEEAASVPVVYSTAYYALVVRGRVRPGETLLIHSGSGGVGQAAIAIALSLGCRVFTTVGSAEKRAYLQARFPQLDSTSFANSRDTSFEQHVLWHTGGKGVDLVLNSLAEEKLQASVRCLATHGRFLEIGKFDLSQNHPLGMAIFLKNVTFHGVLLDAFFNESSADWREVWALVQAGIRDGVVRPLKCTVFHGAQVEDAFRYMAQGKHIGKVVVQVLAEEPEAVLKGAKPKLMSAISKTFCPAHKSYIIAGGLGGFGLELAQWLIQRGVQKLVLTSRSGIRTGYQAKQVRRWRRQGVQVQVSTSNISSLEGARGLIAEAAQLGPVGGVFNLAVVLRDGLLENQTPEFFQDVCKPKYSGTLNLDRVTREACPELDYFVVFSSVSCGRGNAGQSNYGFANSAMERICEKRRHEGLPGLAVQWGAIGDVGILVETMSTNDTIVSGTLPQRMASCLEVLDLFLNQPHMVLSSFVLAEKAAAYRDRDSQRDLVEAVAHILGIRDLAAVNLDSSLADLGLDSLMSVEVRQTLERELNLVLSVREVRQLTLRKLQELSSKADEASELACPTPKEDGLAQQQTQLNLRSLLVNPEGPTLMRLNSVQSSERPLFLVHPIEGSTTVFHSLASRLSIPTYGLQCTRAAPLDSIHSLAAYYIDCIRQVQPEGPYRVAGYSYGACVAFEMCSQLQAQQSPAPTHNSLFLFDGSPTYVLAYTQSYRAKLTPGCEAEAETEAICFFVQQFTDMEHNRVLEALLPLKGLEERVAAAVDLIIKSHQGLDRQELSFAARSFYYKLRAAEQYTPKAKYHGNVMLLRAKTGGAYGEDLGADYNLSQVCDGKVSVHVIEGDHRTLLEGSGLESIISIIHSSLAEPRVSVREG
CSN inh = CSN deneddylation inhibition | actives 0.38% (n = 360,000) | AID 651999 | Purified CSN, SCF-Nedd8-OG deneddylation, fluorescence polarization | inhibition, % at 12.5 µM | Q92905;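 active = pattern-corrected inhibition above about 35%, with an unprinted fluorescence ratio check between 0.5 and 1.5, limit read from the data, passing the limit was not always enough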;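 also: 0% = enzyme with substrate and 100% = substrate without enzyme; some results filed as inactive read as strong as hits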
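assay system = purified human Csn5 enzyme expressed in HEK293T cells | amount = 0.24 nM enzyme | buffer or medium = Tris/NaCl/DTT buffer, pH 7.5 | reagent = 10 nM SCFSkp2-Nedd8OG | compound = one concentration, 12.5 µM, 0.25% DMSO | times = 90 min reaction at room temperature | signal = FP | read-out basis = % inhibition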
Rpn11 inh = blocks the human proteasome subunit Rpn11; O00487; human 26S proteasome, Ub4-pepOG fluorescence polarization; 20S core pre-blocked with epoxomicin; calls only at 20 µM; actives 0.59% (n = 360,000); AID 588493;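 active = inhibition at 20 µM, scaled to each plate's controls, above about 33%, limit read from the data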
Rin1-Abl PPI inh = human Rin1-Abl interaction inhibition | P00519+Q13671 | TR-FRET Rin1/Abl binding, biochemical | inhibition, % at 7.35 µM | actives 0.4% (n = 360,000) | AID 588664; in the data active = inhibition above about 5%, passing the limit was not always enough
MLLE-PAM2 inh = inhibitors of microRNA-mediated deadenylation, human PABP1 MLLE binding; AID 588489; actives 0.36% (n = 360,000); GST-MLLE / FITC-PAM2 fluorescence polarization; inhibition, % at 20 µM; P11940; in the data active = inhibition above about 35%, passing the limit was not always enough;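 also: plate controls were DMSO wells with GST-MLLE for no effect and wells lacking GST-MLLE protein for full effect; some results filed as inactive read as strong as hits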
E coli Lon inh = inhibits E. coli Lon protease. P0A9M0. purified E. coli Lon protease, fluorescence polarization. inhibition, % at 7.94 µM. actives 0.42% (n = 360,000); in the data active = inhibition above about 13%, passing the limit was not always enough;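 also: 0% = enzyme with probe and DMSO and 100% = no enzyme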
* = called active by the depositor; i = inactive; x = no result given. No enrichment for hits. Share with any hit: about 3.7%.

SMILES | MsrA act | MT1-MMP act inh | MsrA inhibitor | FAS TE block | CSN inh | Rpn11 inh | Rin1-Abl PPI inh | MLLE-PAM2 inh | E coli Lon inh
Cc1ccc(CC23CN4CCN(CC(C4)C2O)C3)c(C)c1 (configuration not stated) | 0 | -3 | 0.6 | -5 | -1 | i | -2 | 0 | 22
O=C(C1CN(S(=O)(=O)c2ccccc2)CCN1S(=O)(=O)c1ccccc1)N1CCCCCC1 (configuration not stated) | -1 | -1 | 0.5 | 0 | 4 | i | 1 | -5 | -2
CC1=C(C(N)=O)C(c2ccccc2)n2nc(-c3ccncc3)nc2N1 (configuration not stated) | -1 | 2 | 0.1 | -6 | -3 | i | -2 | 3 | 11
O=C(Cc1c[nH]c2ccccc12)OCC(=O)c1ccccc1 | -2 | -2 | 0.6 | -4 | 3 | i | -1 | -1 | -7
COc1ccc(C2Nc3ccccc3C(=O)N2Cc2ccco2)cc1COc1ccc(NC(C)=O)cc1 (configuration not stated) | -4 | -3 | -0.7 | 14 | 4 | i | 3 | -4 | -5
CCCn1c(=O)c(/C(N)=N/O)nn(-c2cccc(C(F)(F)F)c2)c1=O | -9 | 7 | 0.4 | -2 | 0 | i | 1 | -11 | 3
COc1ccc(-c2cc(C(=O)Nc3ccc(C(N)=O)cc3)c3ccccc3n2)cc1OC | -5 | 2 | 0.8 | -2 | 5 | i | -3 | -16 | -4
O=C(NCc1cccc2ccccc12)Nc1ccccc1 | -11 | 1 | 0.0 | 6 | 8 | i | -1 | -4 | -14
COc1ccc(-c2csc(C(C)(O)c3cccc(OC)c3)n2)cc1 (configuration not stated) | -1 | 7 | -1.0 | 13 | -4 | i | -2 | 6 | 1
Cc1ccc2ccc(S(=O)(=O)NCc3ccccn3)cc2c1 | -4 | 7 | 1.2 | -3 | -1 | i | 0 | 4 | 0
Cc1cc(C)c2c(CN(Cc3ccccc3)Cc3ccccc3)cc(=O)oc2c1 | -4 | -6 | 1.0 | 26 | -3 | i | 1 | 6 | 14
COc1ccc(/C=C(/NC(=O)c2ccco2)C(=O)Nc2ccc(C(C)=O)cc2)cc1 | -3 | -6 | 6.2* | -1 | -2 | i | 0 | 11 | -6
COc1ccc(Cc2nc3ccc(C(=O)NCCc4ccncc4)cc3o2)cc1OC | 1 | 2 | -0.3 | -7 | -2 | i | -1 | 10 | 8
CCOC(=O)C(=O)Nc1ccccc1C(=O)NCc1ccccc1 | 5 | -2 | -0.1 | -3 | 2 | i | -2 | 8 | -11
NC(=S)NC(=O)/C=C/c1ccccc1 | -5 | -9 | 0.6 | -9 | 8 | i | 1 | 22 | -7
NC(=S)N=Nc1ccc(NN=C(N)N)cc1 | 0 | 8 | -0.9 | 1 | 11 | i | -4 | 3 | -3
CSc1ncccc1C(=O)NNC(=O)c1csc(N2CCOCC2)n1 | -8 | -2 | -0.1 | 0 | 0 | i | -4 | -16 | -14
O=C(c1cc(COc2ccc(F)cc2F)on1)N1C[C@H]2CC[C@H]1C2 | -11 | 1 | -0.4 | -3 | 5 | i | 2 | 8 | 24*
Cc1ccc(/C=C(\NC(=O)c2ccc(C)cc2)c2nc(=S)[nH][nH]2)cc1 | -6 | 6 | 1.2 | -6 | -3 | i | 0 | 28 | -4
Cc1c(NC(=O)c2ccccc2NS(=O)(=O)c2ccc(F)cc2)c(=O)n(-c2ccccc2)n1C | -8 | 0 | 0.4 | -4 | -2 | i | -4 | 1 | -8
C=COCCNC(=S)Nc1ccccc1 | 1 | -4 | -0.6 | -5 | 2 | i | -1 | 10 | -10
CC(=O)Nc1cccc(OCCCNC(=O)c2ccc(C(C)(C)C)cc2)c1 | -1 | 5 | 0.3 | -1 | 2 | i | 4 | 0 | 1
Cc1nnc(SCC(=O)N2c3ccccc3CC2C)[nH]c1=O (configuration not stated) | -2 | 3 | 1.6 | -7 | -6 | i | 1 | 7 | 5
Cc1ccc(S(=O)(=O)N2CCOCC2)cc1C(=O)N(C)CCOc1ccc(Cl)cc1 | -1 | -2 | x | 3 | -3 | i | -1 | -2 | 3

Next part (3 carried over from the part before).
SMILES | MsrA act | MT1-MMP act inh | MsrA inhibitor | FAS TE block | CSN inh | Rpn11 inh | Rin1-Abl PPI inh | MLLE-PAM2 inh | E coli Lon inh
CC(=O)Nc1cccc(OCCCNC(=O)c2ccc(C(C)(C)C)cc2)c1 | -1 | 5 | 0.3 | -1 | 2 | i | 4 | 0 | 1
Cc1nnc(SCC(=O)N2c3ccccc3CC2C)[nH]c1=O (configuration not stated) | -2 | 3 | 1.6 | -7 | -6 | i | 1 | 7 | 5
Cc1ccc(S(=O)(=O)N2CCOCC2)cc1C(=O)N(C)CCOc1ccc(Cl)cc1 | -1 | -2 | x | 3 | -3 | i | -1 | -2 | 3
CC(=O)c1cc2c(cc1NC(=O)Cn1nc(-c3ccc(F)cc3)ccc1=O)OCO2 | -9 | -1 | -0.4 | 17 | 6 | i | -1 | 9 | 3
CCc1ccc2[nH]c(=O)c(CN(Cc3ccc4c(c3)OCO4)Cc3nnnn3C3CCCC3)cc2c1 | -1 | -10 | 2.0 | 17 | 2 | i | 0 | 7 | -1
CS(=O)(=O)N(CC(=O)NCc1ccc2c(c1)OCO2)Cc1ccc(Cl)cc1 | -10 | -1 | 1.0 | 1 | -2 | i | 1 | 10 | 5
O=C(NCCO)c1cccc2c1-c1ccccc1C2=O | -9 | 1 | -0.3 | -5 | 4 | i | -3 | -6 | 4
O=C(CCS(=O)(=O)c1ccccc1)Nc1nc2cc3c(cc2s1)OCCO3 | 1 | -5 | -0.5 | 2 | 1 | i | 1 | -1 | -8
COc1ccc(-c2cc(C#N)nc(N3CCN(C)CC3)n2)cc1 | -2 | -5 | 1.7 | -3 | 1 | i | 0 | 12 | 8
COc1ccc(OCC(O)CN2CCCCC2)cc1 (configuration not stated) | 2 | 4 | -0.6 | -6 | -6 | i | 1 | 5 | -2
Cc1sc2ncnc(N3CCC(C(=O)Nc4sc5c(c4C(N)=O)CCC(C)C5)CC3)c2c1C (configuration not stated) | 0 | 0 | -0.6 | 66* | 3 | i | 4 | -3 | -12
Cc1noc(C)c1CSc1nnc(-c2ccccc2)o1 | -1 | 2 | -0.7 | 0 | 3 | i | -4 | 8 | -8
Cc1ccc(C)c(N(CC(=O)N2CCCC2)S(C)(=O)=O)c1 | -2 | -3 | -0.8 | -2 | 0 | i | 0 | 16 | -1
CC(C)C1C(=O)N(Cc2cn(CCC3OCCCO3)nn2)CCS(=O)(=O)N1Cc1ccc(-c2ccc(Cl)cc2)cc1 (configuration not stated) | 1 | 0 | 0.7 | -1 | 2 | i | -2 | 10 | -6
COc1cccc(Cn2cnc3c(NS(=O)(=O)c4ccc(Cl)cc4)c(C)c(C)cc32)c1 | 2 | -12 | -0.5 | -1 | 1 | i | 0 | 0 | 9
CC(=O)Nc1ccc(NC(=O)CCc2nc3sc4c(c3c(=O)[nH]2)CCCC4)cc1 | -4 | 0 | 0.6 | -2 | 5 | i | 0 | -25 | -22
O=C(O)c1cscn1 | 0 | -2 | 0.7 | -4 | 1 | i | -1 | -3 | -6
COc1ccc(/C=N/Nc2snc(SC)c2C#N)cc1OC | -4 | -6 | 2.7 | -4 | 1 | i | -2 | -11 | -4
COc1cccc(CC2(CO)CCCN(Cc3ccc(OC(F)F)cc3)C2)c1 (configuration not stated) | 0 | 0 | 0.5 | 4 | 3 | i | -3 | 4 | -4
Cc1cc(C)c(C(=O)c2ccccc2C(=O)O)c(C)c1 | -2 | 8 | x | -6 | 25 | i | 3 | -17 | 0
COc1ccc(CNc2ccc(C)c(C)c2)c(OC)c1OC | -13 | -4 | 0.2 | 6 | -1 | i | 2 | -8 | 1
COc1cccc(-c2nc(SC)nc3sc(C(=O)NC(C)(C)C)c(N)c23)c1 | 0 | -4 | 1.2 | 26 | 5 | i | 0 | -5 | -2
Cn1cnc2cc(NCc3ccccc3O)ccc21 | -3 | -2 | -0.2 | -5 | 0 | i | 3 | 8 | -4
O=c1ccnc(Sc2ncccc2[N+](=O)[O-])[nH]1 | 0 | 16 | 1.2 | -6 | 2 | i | 1 | 28 | -13
CCC(=O)Nc1cccc(NC(=O)CSc2nnc(C3CC3)n2C)c1 | -1 | 5 | -0.8 | 2 | -3 | i | -3 | 3 | 0
CCOC(=O)Cc1csc(NC(=O)Nc2cccs2)n1 | -3 | 3 | -0.8 | -3 | 5 | i | -3 | 4 | 10
Cc1ccc(C(=O)N/N=C/c2cc(C)n(-c3ccc(Br)cc3)c2C)cc1[N+](=O)[O-] | -7 | 1 | 1.6 | 28 | -5 | i | 3 | -7 | 5
COc1ccc(Br)cc1CN(C)CC(=O)Nc1c(Cl)ccc(C)c1Cl | -13 | -4 | -1.0 | 18 | -8 | i | 1 | -7 | -3
CNC(=O)CN(c1ccc(C23CC4CC(CC(C4)C2)C3)cc1)S(C)(=O)=O | -2 | 7 | 1.0 | 1 | 0 | i | 2 | -9 | -6
O=[N+]([O-])c1ccc(NCc2ccncc2)cc1 | -4 | 3 | 1.2 | 2 | 5 | i | -5 | -12 | -4
Cc1cccc2cc(CN(CCN3CCCC3)C(=O)NC3CCCCC3)c(=O)[nH]c12 | -3 | -1 | 0.6 | -4 | -2 | i | 0 | -5 | -7
O=[N+]([O-])c1c(O)c(Cl)cc(Cl)c1Cl (tested in a mixture with another compound) | -6 | 3 | 0.0 | 6 | -1 | i | 4 | -10 | -5
CCN(CC)C(=O)c1ncn2c1c(=O)[nH]c1ccccc12 | -12 | -108 | 0.6 | -7 | -4 | i | -2 | 13 | -5
CCCCCCCNC(=O)CN1C(=O)CSc2ccc(S(=O)(=O)N3CCOCC3)cc21 | -5 | -1 | 1.2 | 17 | -2 | i | -3 | 5 | 8
NS(=O)(=O)c1cccc(NC(=O)COC(=O)C2CCCCC2)c1 | -1 | 1 | 0.3 | -3 | 2 | i | 0 | -6 | 1
COC(=O)CN(C)C(=O)c1ccc(OC2CCN(S(=O)(=O)N(C)C)CC2)cc1 | -3 | 7 | -0.6 | -2 | 0 | i | -1 | 10 | -4
CC(C)NS(=O)(=O)c1ccc(CCC(=O)O)cc1 | 1 | -1 | -0.1 | -3 | -2 | i | -2 | 2 | 2
C[C@@H]1CN([C@H](C)CO)C(=O)c2c(c3ccccc3n2C)-c2ccccc2CO[C@H]1CN(C)Cc1ccc(C(F)(F)F)cc1 | 1 | -4 | -0.1 | 27 | 1 | i | -5 | 1 | 3
COC(=O)C1=CN(Cc2ccc(OC)c(OC)c2)C=C(C(=O)OC)C1c1cccc(O)c1 | -1 | -4 | 1.2 | -2 | 1 | i | -1 | 5 | -13
CCOCCNC(=O)c1ccc2c3c(cccc13)CC2 | -2 | 0 | -0.8 | -3 | -2 | i | -1 | -2 | -6
O=C(NCCCNC(=O)c1ccc(Cl)cc1Cl)c1cnccn1 | 0 | 2 | -0.4 | -6 | -2 | i | 1 | -2 | -5
O=C(O)c1ccc(NCc2cccs2)cc1 | 0 | -5 | -0.5 | -4 | 2 | i | 0 | -1 | -14
CN(C)c1ccc(C=C2C=Cc3ccccc32)cc1 | -9 | 3 | 0.3 | 19 | -1 | i | 3 | -10 | -12
Clc1cccc(Cc2c(-c3ccco3)nc3ccc(Cl)cn23)c1 | -9 | -2 | 0.0 | 7 | 10 | i | 1 | 2 | -4
